Screening data deposited in PubChem BioAssay by National Center for Advancing Translational Sciences (NCATS).
N370S GC mod: N370S glucocerebrosidase modulation, Gaucher chaperone candidate. N370S GC spleen homogenate, 4MU-glucoside fluorescence. Potency, µM (top dose mostly 59.4 µM), for the others: top-dose activity change, negative = inhibition, most hits filed as inhibitors. 0.092% of 330,000 active;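 also: 0% = full enzyme activity and -100% = no enzyme basal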
FEN1 inhibitor: human FEN1 inhibition; Recombinant FEN1 flap cleavage, fluorescence, 15 min; Potency, µM (titrated, usually from 114 µM), for the others: at the highest dose activity change, negative = inhibition, hits mostly inhibitors; 0.35% of 390,000 active; also: nearly all actives have a fitted effect of over 65% in size
Target sequence (P39748 whole entry, looked up): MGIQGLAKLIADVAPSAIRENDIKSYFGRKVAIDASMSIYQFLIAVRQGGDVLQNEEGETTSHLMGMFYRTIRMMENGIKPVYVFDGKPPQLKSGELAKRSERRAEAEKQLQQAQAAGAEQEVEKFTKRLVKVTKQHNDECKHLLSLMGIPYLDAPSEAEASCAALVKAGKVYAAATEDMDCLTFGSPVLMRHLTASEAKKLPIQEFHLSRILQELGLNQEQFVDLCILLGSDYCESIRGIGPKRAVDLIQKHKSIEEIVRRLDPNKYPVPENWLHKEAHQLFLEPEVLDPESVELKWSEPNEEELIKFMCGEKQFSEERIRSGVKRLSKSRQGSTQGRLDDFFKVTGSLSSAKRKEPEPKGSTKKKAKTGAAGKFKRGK
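With each library titrated from low to high concentration, compounds met 10 nM FEN1 for 15 min at room temperature before 50 nM substrate was added; readings at 0 and 15 min fed four-parameter Hill curve fits.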
TDP1 inh: inhibitors of human tyrosyl-DNA phosphodiesterase TDP1. AID 485290. 0.28% of 350,000 active. Potency, µM (highest dose often 130 µM), inactives show at the highest dose activity change, negative = inhibition, hits mostly inhibitors. recombinant TDP1, AlphaScreen DNA substrate cleavage; also: nearly all actives have a fitted effect of over 40% in size
Target sequence (Q9NUW8 whole entry, looked up): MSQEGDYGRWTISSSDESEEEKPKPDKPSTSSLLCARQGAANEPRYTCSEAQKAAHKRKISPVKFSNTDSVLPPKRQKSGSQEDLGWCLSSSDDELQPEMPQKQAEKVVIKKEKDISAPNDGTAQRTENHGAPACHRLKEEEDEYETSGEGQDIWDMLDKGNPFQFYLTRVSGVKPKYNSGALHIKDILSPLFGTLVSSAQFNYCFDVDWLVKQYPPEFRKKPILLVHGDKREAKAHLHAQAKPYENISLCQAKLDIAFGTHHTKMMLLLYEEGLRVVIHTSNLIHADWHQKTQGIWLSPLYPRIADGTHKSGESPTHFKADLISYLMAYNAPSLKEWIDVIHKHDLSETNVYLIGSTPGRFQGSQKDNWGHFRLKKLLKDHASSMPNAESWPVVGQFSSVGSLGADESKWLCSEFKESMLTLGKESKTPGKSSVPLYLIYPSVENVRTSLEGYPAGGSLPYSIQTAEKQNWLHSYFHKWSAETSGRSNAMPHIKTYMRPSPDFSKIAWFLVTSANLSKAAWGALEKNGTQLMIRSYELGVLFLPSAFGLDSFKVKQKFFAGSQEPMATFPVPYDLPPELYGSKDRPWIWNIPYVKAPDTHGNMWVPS
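Enzyme-compound mixtures sat 15 min at room temperature, followed by a 5 min reaction with 15 nM final substrate and 10 min with AlphaScreen beads. Recombinant human Tdp1 was used at 1 nM final.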
* hit, by the source's call; & = joins results of further samples; [ ] = dose if it differs, or a comment. Calls follow the shape of the dose curve; as a rule, active = well fitted curve in the direction sought with a large enough effect; inconclusive = small, poorly fitted or top-dose-only effect, or another doubt; inactive = no such curve, though single readings can be large; an effect the other way counts as inactive or inconclusive. Unless noted, % is scaled to controls: 0 for no effect and ±100 for the full control effect; potency is read from the fitted curve at half-maximal effect. The order is random. About 0.57% of those tested had a hit in this group.

Screening CCN1CCn2c3c(c4cc(C)ccc42)CCCC31 (stereo not drawn) returned N370S GC mod 11%, FEN1 inhibitor -3% and TDP1 inh 1%.
Screening Cc1ccc(OCCCCN2CCC(C)CC2)cc1 returned N370S GC mod -4% and FEN1 inhibitor 10%.
For Cc1cc2c(cc1C)-c1c(ssc1=Nc1ccc(S(N)(=O)=O)cc1)C(C)(C)N2 the results were N370S GC mod 3%, FEN1 inhibitor -22% and TDP1 inh 10%.
Screening CCn1c(SCC(=O)NNC(=O)c2ccc(C)cc2)nnc1-c1ccco1 returned N370S GC mod 6%, FEN1 inhibitor 16% and TDP1 inh -2%.
CCCN(C(=O)c1nc2nc(C)cc(C)n2n1)c1c(N)n(Cc2ccccc2)c(=O)[nH]c1=O was read as FEN1 inhibitor -4% and TDP1 inh 0%.
`CCOc1ccccc1Nc1ccc(C(=O)O)cc1[N+](=O)[O-]` gave N370S GC mod -6%, FEN1 inhibitor -7% and TDP1 inh 3%.
For Cn1c(SCC(=O)NCCc2ccccc2)nnc1C1CCCCC1 the results were N370S GC mod 4%, FEN1 inhibitor -5% and TDP1 inh 13%.
For Cc1cc(C)cc(C(=O)NCC(=O)OCC(=O)N(C)C2CCS(=O)(=O)C2)c1 (stereo not drawn) the results were N370S GC mod 0%, FEN1 inhibitor -5% and TDP1 inh 5%.
For Cc1cc2oc(C(=O)Nc3ccc(S(=O)(=O)N4CCCC(C)C4)cc3)cc(=O)c2cc1Cl (stereo not drawn) the results were N370S GC mod 3%, FEN1 inhibitor 4% and TDP1 inh 3%.
COC(=O)NCN1C(=O)C2C3C=CC(C3)C2C1=O (stereo not drawn) was read as N370S GC mod -4%, FEN1 inhibitor 7% and TDP1 inh -2%.
`CC(C)(CCO)Nc1ncnc2onc(-c3ccc(F)cc3)c12` gave N370S GC mod -8% and FEN1 inhibitor -6%.
CC(=O)Nc1ccc(S(=O)(=O)NC2CC2)cc1 was read as N370S GC mod -5% and FEN1 inhibitor 5%.
COc1cccc(CNc2nc3ccccc3c3nc(-c4cccc(C)c4)nn23)c1 was read as FEN1 inhibitor -16% and TDP1 inh -4%.
For COc1cc(/C=C2\SC(=S)N(CC(=O)O)C2=O)ccc1OC(=O)c1ccco1 the results were N370S GC mod -17%, FEN1 inhibitor 12% and TDP1 inh 0%[0.0935 µM].
Cc1c(C)c2c(OCC(=O)NCC(=O)NCC(=O)O)cc3c(c2oc1=O)CCC(C)(C)O3 was read as N370S GC mod inconclusive and FEN1 inhibitor -6%.
O=C(CCC(=O)N1CCCc2ccccc21)N1CCN(S(=O)(=O)c2ccccc2)CC1 was read as N370S GC mod 4%, FEN1 inhibitor 1% and TDP1 inh -4%.
Screening Cc1ccc(C(=O)N/N=c2\oc3ccccc3cc2C(N)=O)cc1 returned N370S GC mod 2% and FEN1 inhibitor -20%.
For CN(C)c1ccc(C(CNC(=O)c2cccc(C(F)(F)F)c2)N2CCCC2)cc1 (stereo not drawn) the results were FEN1 inhibitor 5% and TDP1 inh 1%.
CC(C(=O)Nc1ccc([N+](=O)[O-])cc1Cl)N1CCN(S(=O)(=O)c2cccs2)CC1 (stereo not drawn) was read as FEN1 inhibitor 0% and TDP1 inh 1%.
Screening COc1ccc(NC(=O)c2cc(OC)c(OC)c(OC)c2Br)cc1OC returned N370S GC mod 6%, FEN1 inhibitor -11% and TDP1 inh 1%.
COc1cccc(C(=O)NCCCNC(=O)c2cccnc2)c1 was read as N370S GC mod -28% and FEN1 inhibitor 3%.
`Cc1cccc(N(C(=O)c2csnn2)C(C(=O)NC(C)(C)C)c2ccncc2)c1` (stereo not drawn) gave N370S GC mod -4%, FEN1 inhibitor -6% and TDP1 inh 6%.
For [O-]c1n[n+](-c2ccc(Cl)cc2Cl)cc2ccccc12 the results were N370S GC mod 12%, FEN1 inhibitor 3% and TDP1 inh 6%.
`CC(=O)Nc1cccc(-c2nnc(SCC(=O)c3ccc([N+](=O)[O-])cc3)o2)c1` gave FEN1 inhibitor inconclusive and TDP1 inh 3%.
Screening CCOc1ccc(OCc2ccc(C(=O)N(CC)CC)cc2)cc1 returned N370S GC mod -29%, FEN1 inhibitor 17% and TDP1 inh -11%.
For CCCN1C(=S)c2ccccc2C1c1ccccc1 (stereo not drawn) the results were N370S GC mod 20%, FEN1 inhibitor -17% and TDP1 inh -20%.
`COc1ccc(C2=Nn3c(nnc3-c3ccco3)SC2)cc1` gave N370S GC mod 8%, FEN1 inhibitor -9% and TDP1 inh 7%.
CN(Cc1cccs1)C(=O)Cc1c[nH]c2ccccc12 was read as N370S GC mod -2%, FEN1 inhibitor 6% and TDP1 inh 4%.
`O=C(/C=C/c1ccc(O)c(O)c1)OC(Cc1ccc(O)c(O)c1)C(=O)O` (stereo not drawn) gave N370S GC mod -19%&-12%&-5% and FEN1 inhibitor inconclusive.
For COCCN(C(=O)CCl)C(C(=O)NC1CCCCC1)c1ccccc1C (stereo not drawn) the results were N370S GC mod 1%, FEN1 inhibitor 1% and TDP1 inh 5%.
Screening CCOC(=O)N1CCN(C(=O)C2CCN(S(=O)(=O)c3ccc(OC)cc3)CC2)CC1 returned N370S GC mod -2%, FEN1 inhibitor 4% and TDP1 inh 6%.
Screening COC(=O)c1cccnc1Oc1ccccc1 returned N370S GC mod 1% and FEN1 inhibitor 19%.
CCCC(=O)NC(=S)Nc1cccc2c(O)cccc12 was read as N370S GC mod -8%, FEN1 inhibitor -7% and TDP1 inh 8%.
`CCOC(=O)C1CCCN(S(=O)(=O)c2cc3c(cc2Cl)NC(=O)CO3)C1` (stereo not drawn) gave N370S GC mod -11% and FEN1 inhibitor -13%.
Screening NCc1c(O)ccc2ccccc12 returned N370S GC mod inconclusive and TDP1 inh 0%.
`O=C(c1ccccc1)c1ccc(Cn2cc(CCCO)nn2)cc1` gave N370S GC mod 2% and FEN1 inhibitor -3%.

The final 5 entries of the section before lead into the next.
Screening COC(=O)c1cccnc1Oc1ccccc1 returned N370S GC mod 1% and FEN1 inhibitor 19%.
CCCC(=O)NC(=S)Nc1cccc2c(O)cccc12 was read as N370S GC mod -8%, FEN1 inhibitor -7% and TDP1 inh 8%.
`CCOC(=O)C1CCCN(S(=O)(=O)c2cc3c(cc2Cl)NC(=O)CO3)C1` (stereo not drawn) gave N370S GC mod -11% and FEN1 inhibitor -13%.
Screening NCc1c(O)ccc2ccccc12 returned N370S GC mod inconclusive and TDP1 inh 0%.
`O=C(c1ccccc1)c1ccc(Cn2cc(CCCO)nn2)cc1` gave N370S GC mod 2% and FEN1 inhibitor -3%.
For Cc1ccc(NC(=O)Cn2c(=O)ccc3cc(S(=O)(=O)N4CCC(C)CC4)ccc32)cc1Cl the results were FEN1 inhibitor 0% and TDP1 inh -11%.
`Cc1cccc(OCC(=O)NCc2nnc3ccc(C(F)(F)F)cn23)c1C` gave FEN1 inhibitor 5% and TDP1 inh 2%.
Screening CCCOc1ccc(N2C(=O)CC(SC(=NCC)Nc3cccc(F)c3)C2=O)cc1 (stereo not drawn) returned N370S GC mod -3%, FEN1 inhibitor -3% and TDP1 inh 3%.
`COc1cc(C)ccc1OCCCOc1ccccc1Cl` gave N370S GC mod 9%, FEN1 inhibitor -15% and TDP1 inh -2%.
For COc1ccccc1C(=O)N1CCNC(=O)C1CC(=O)Nc1cccc(C)c1 (stereo not drawn) the results were N370S GC mod 3%, FEN1 inhibitor -8% and TDP1 inh 4%.
`O=[N+]([O-])c1ccc(COc2ccc(Br)cc2CN2CCOCC2)cc1` gave N370S GC mod -5%, FEN1 inhibitor -17% and TDP1 inh 8%.
O=C(c1nnc(Cc2ccc(Cl)cc2)o1)N1CCOCC1 was read as N370S GC mod 13%, FEN1 inhibitor -4% and TDP1 inh 5%.
For CCN1CCN(c2ccc(NC(=O)CCc3c(C)nc4c(-c5ccc(F)cc5)c(C)nn4c3C)cc2)CC1 the results were N370S GC mod -14%, FEN1 inhibitor 15% and TDP1 inh 0%.
CC(=O)NC(Cc1ccc(F)c(F)c1)C(=O)NC1CCN(S(=O)(=O)c2ccc(C)cc2)CC1 (stereo not drawn) was read as N370S GC mod -2%, FEN1 inhibitor -5% and TDP1 inh 7%.
C[C@@H]1COC(=O)[C@@H](CC(=O)OC(C)(C)C)C/C=C\C[C@@H](CC(=O)N(CCO)Cc2ccccc2)C(=O)N1 was read as FEN1 inhibitor 9% and TDP1 inh 0%.
`N#C/C(=C\c1ccc(Cl)cc1)c1nc(-c2cc3c(ccc4ccccc43)oc2=O)cs1` gave FEN1 inhibitor 1% and TDP1 inh 0%[12.3 µM].
Screening CN(C)C(=S)NC(=O)C12CC3CC(C)(CC(C)(C3)C1)C2 returned N370S GC mod -6%, FEN1 inhibitor -1% and TDP1 inh 5%.
For O=C(Nn1cnc2ccccc2c1=O)c1ccccc1[N+](=O)[O-] the results were N370S GC mod 5%, FEN1 inhibitor 1% and TDP1 inh 8%.
`Cc1cccc(OCC(O)CN2CCOCC2)c1` (stereo not drawn) gave N370S GC mod -5% and FEN1 inhibitor 0%.
`O=C1CC(Cc2ccc(Cl)cc2)C(=O)N1c1cc(Cl)ccn1` (stereo not drawn) gave N370S GC mod -5%, FEN1 inhibitor -2% and TDP1 inh -2%.
For CC(Sc1ccc(Cl)cc1)C(=O)Nc1ccccc1C(=O)N1CCOCC1 (stereo not drawn) the results were N370S GC mod 3%, FEN1 inhibitor -11% and TDP1 inh 5%.
Screening Cc1csc(SCC(=O)NC(C)c2ccc(F)cc2)n1 (stereo not drawn) returned N370S GC mod -1%, FEN1 inhibitor -2% and TDP1 inh 3%.
CCCCCCC(=O)OCC(=O)c1ccc2c(c1)NC(=O)CO2 was read as N370S GC mod -5%, FEN1 inhibitor 4% and TDP1 inh 0%.
Screening C=CCSc1nnc(CNC(=O)c2ccccc2C)n1C(C)C returned N370S GC mod -4%, FEN1 inhibitor 4% and TDP1 inh 2%.
COc1ccc(CNC(=O)c2ccc3c(c2)N(Cc2ccccc2)C(=O)c2ccccc2S3(=O)=O)cc1 was read as FEN1 inhibitor 5% and TDP1 inh 7%.
For CCC1CCCCN1C(=O)CSc1nc(-c2ccc(OC)c(OC)c2)cc(C(F)(F)F)n1 (stereo not drawn) the results were FEN1 inhibitor -26% and TDP1 inh -10%.
COc1ccc(/C=N/NC(=O)C(=O)Nc2ccccn2)cc1OC was read as N370S GC mod 1%, FEN1 inhibitor -7% and TDP1 inh 0%.
For COCc1nnc(NC(=O)c2ccc(S(=O)(=O)N(C)Cc3ccccc3)cc2)o1 the results were N370S GC mod 4%, FEN1 inhibitor -7% and TDP1 inh -3%.
C=C(C)COc1ccc(-c2nc(N)ncc2-c2ccc(OC)c(OC)c2)c(O)c1 was read as N370S GC mod -3% and FEN1 inhibitor -10%.
For CCc1ccc(S(=O)(=O)c2nnn3c2nc(Nc2ccc(F)cc2)c2cc(Cl)ccc23)cc1 the results were FEN1 inhibitor -8% and TDP1 inh 5%.
For O=C(O)CCC(=O)NNc1ccccc1[N+](=O)[O-] the results were N370S GC mod -10%, FEN1 inhibitor -6% and TDP1 inh 4%.
For COC(=O)CNC(=O)[C@@]1(C)C=C[C@@H](Cc2ccccc2)N1C(C)=O the results were N370S GC mod 20% and TDP1 inh 0%.
For Cc1cc(C)c(NS(=O)(=O)c2c(C(=O)N3CCOCC3)c(C)n(C)c2C)c(C)c1 the results were N370S GC mod inconclusive, FEN1 inhibitor 20% and TDP1 inh 0%.
Screening Cc1ccc(NC(=O)C2CCCN2S(=O)(=O)c2cccc3nsnc23)cc1Cl (stereo not drawn) returned FEN1 inhibitor 3% and TDP1 inh 8%.
`CC(C)c1ccc(C2C3=C(CC(C)(C)CC3=O)NC3=C2C(=O)c2ccccc23)cc1` (stereo not drawn) gave N370S GC mod -17%, FEN1 inhibitor -18% and TDP1 inh 10%.
`COc1ccc(CNC(=O)C(c2ccco2)N(C(=O)c2snc(C(N)=O)c2N)c2cccc(OC)c2)cc1` (stereo not drawn) gave N370S GC mod inconclusive, FEN1 inhibitor -3% and TDP1 inh 6%.
For Cc1cc2ncn(C(=O)N3CCCC3)c2cc1C the results were N370S GC mod 13%, FEN1 inhibitor -8% and TDP1 inh 2%.
For CCOC(=O)C1=C(C)NC(=S)N(C(C)=O)C1c1ccc(OC)c(OC)c1 (stereo not drawn) the results were N370S GC mod -4%, FEN1 inhibitor 8% and TDP1 inh 1%.
For O=C(NCc1cccnc1)/C(=C/c1ccc(Cl)cc1)NC(=O)c1ccccc1 the results were N370S GC mod 2%, FEN1 inhibitor -1% and TDP1 inh 8%.
Cc1ccccc1-c1nc(CS(=O)CC(=O)NCCN2CCN(Cc3ccccc3)CC2)c(C)o1 (stereo not drawn) was read as N370S GC mod -6%, FEN1 inhibitor 25% and TDP1 inh -1%.
For CC[C@]12c3[nH]c4cc(-c5ccco5)ccc4c3CCN1C(=O)[C@@H](CC(=O)NCCCn1ccnc1)C[C@@H]2C(=O)N1CCN(C(=O)C2CC2)CC1 the results were FEN1 inhibitor 15% and TDP1 inh 2%[56.1 µM].
